# TNF necrop inh: inhibitors of TNF-alpha triggered necroptosis, primary screen, cell-based, Jurkat FADD-/-, single concentration; AID 463075, 2010; Jurkat FADD-/- TNF necroptosis rescue, ATP luminescence, 24 h; 0 = TNF only, 100 = no-TNF cells; 0.068% of 220,000 active; activation (protection from cell death), % at 10 µM;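 active = activation, meaning protection from cell death, of at least 50% relative to plate controls; inactive = activation below 50%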;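 also: necroptosis triggered by 40 ng/mL TNF-alpha added together with compound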
# Rad51 HR inh: human RAD51 strand exchange inhibitors, primary screen, biochemical, fluorescence; AID 1385, 2008; DNA repair protein RAD51 homolog 1 (Homo sapiens), Q06609; hRad51 DNA strand exchange, fluorescence dequenching; 0.085% of 200,000 active; inhibition, % at 10 µM;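 active = inhibition above 40% at the single screening dose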;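 also: 0% = DMSO control wells and 100% = blanks with heterologous ssDNA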
#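 Test system: preformed human Rad51 ssDNA filaments. Compound dosing: single dose, 10 µM final compound. Incubation: filaments 15 min 37 °C, then compound 30 min. Technique: FRET fluorescence dequenching, excitation 485 nm, emission 520 nm. Read-out basis: percent inhibition from fluorescence, normalised to plate control and blank means. Benchmarks: plate controls and plate blanks.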
# KCC2 mod: KCC2 cotransporter modulators, thallium flux, primary screen, cell-based, HEK293 KCC2, FluoZin-2 fluorescence, MLSMR | Solute carrier family 12 member 5 (Homo sapiens), Q9H2X9 | KCC2 cells, thallium flux FluoZin-2 fluorescence | B-score of Tl+ flux slope (higher = more flux/activation; lower = inhibition) at 10 µM | 2.2% of 190,000 active;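 active = thallium flux slope and its plate-corrected score both differing from the plate sample mean at a set confidence after two filtering rounds, in either direction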;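 also: slope of fluorescence scaled to starting intensity during 10 to 20 s after thallium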
# Target sequence (Q9H2X9 whole entry, looked up): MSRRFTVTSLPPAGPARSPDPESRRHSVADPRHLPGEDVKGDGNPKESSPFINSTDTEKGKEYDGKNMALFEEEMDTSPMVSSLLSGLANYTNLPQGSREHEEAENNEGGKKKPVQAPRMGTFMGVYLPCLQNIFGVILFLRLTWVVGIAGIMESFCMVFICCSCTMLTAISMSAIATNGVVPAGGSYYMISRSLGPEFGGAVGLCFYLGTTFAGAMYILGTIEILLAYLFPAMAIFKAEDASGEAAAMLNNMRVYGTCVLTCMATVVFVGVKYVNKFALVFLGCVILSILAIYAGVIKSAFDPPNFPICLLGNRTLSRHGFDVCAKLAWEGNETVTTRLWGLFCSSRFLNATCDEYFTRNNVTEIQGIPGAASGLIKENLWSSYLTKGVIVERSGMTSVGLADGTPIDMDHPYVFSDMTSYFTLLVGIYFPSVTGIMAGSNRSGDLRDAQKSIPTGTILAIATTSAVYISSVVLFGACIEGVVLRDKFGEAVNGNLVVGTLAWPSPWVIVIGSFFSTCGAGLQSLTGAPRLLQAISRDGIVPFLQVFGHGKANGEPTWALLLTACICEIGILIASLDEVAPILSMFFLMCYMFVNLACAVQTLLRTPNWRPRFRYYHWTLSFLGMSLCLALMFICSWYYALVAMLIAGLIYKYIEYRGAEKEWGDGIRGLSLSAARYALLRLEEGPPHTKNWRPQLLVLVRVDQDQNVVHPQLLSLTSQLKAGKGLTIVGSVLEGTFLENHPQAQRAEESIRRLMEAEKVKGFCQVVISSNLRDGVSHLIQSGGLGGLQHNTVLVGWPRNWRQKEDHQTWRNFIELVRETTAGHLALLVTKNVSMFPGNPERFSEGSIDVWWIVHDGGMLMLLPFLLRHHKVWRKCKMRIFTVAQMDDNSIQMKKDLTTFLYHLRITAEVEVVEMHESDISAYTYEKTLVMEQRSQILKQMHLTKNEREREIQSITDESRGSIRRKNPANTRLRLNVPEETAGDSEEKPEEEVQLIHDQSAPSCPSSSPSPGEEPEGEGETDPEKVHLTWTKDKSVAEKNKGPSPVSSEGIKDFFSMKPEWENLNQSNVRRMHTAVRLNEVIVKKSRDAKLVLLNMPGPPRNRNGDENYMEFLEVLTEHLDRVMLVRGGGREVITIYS
# m-calpain inh: inhibitors of pig calpain II, primary screen, biochemical, fluorogenic peptide substrate, 1536-well. purified calpain II, 30 min. inhibition, % at 16 µM. 0.37% of 220,000 active;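 active = inhibition above about 50%, limit read from the data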
# eIF4E-4G inh: eIF4E–eIF4G protein interaction inhibitors, primary screen, biochemical, uHTS, TR-FRET, eIF4GI fragment; Eukaryotic translation initiation factor 4E (Mus musculus) + Eukaryotic translation …; TR-FRET eIF4E-eIF4GI(517-606) binding, 2 h; inhibition, % at 21.7 µM; 0.37% of 220,000 active; AID 782, 2007;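 active = inhibition above about 30%, limit read from the data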;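 also: 0% = full FRET control wells and 100% = background wells lacking eIF4GI fragment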
# PERK inh: block of dimerizer-induced PERK translation repression, primary screen, PERK inhibitor project, CHO PERK-DD cells, SEAP luminescence, HTS; 0.17% of 220,000 active; inhibition, % at 5.6 µM; AID 1416, 2008; CHO PERK-DD fusion, SEAP luminescence translation reporter; Eukaryotic translation initiation factor 2-alpha kinase 3 (Homo sapiens), Q9NZJ5;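 active = inhibition above the mean inhibition of all tested compounds plus 3 SD, set separately per screening campaign, cut at about 2.9% in these data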;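 also: PERK kinase domain activated by AP20187 dimerizer at 100 nM; 0% = DMSO with dimerizer and 100% = rapamycin at 8.4 µM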
# Mdm2 ligase inh: MDM2-luciferase reporter signal enhancers, primary screen, MDM2 E3 ligase inhibitor project, cell-based, luminescence, 1536-well. cell-based MDM2 ubiquitination luciferase reporter, 2 h; 0 = plate control, 100 = twice control, blank-subtracted. E3 ubiquitin-protein ligase Mdm2 (Homo sapiens), Q00987. AID 1230, 2008. 0.11% of 210,000 active. signal enhancement, % at 5 µM;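 active = signal enhancement of 30% or more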;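 also: luminescence tracks abundance of the self-degrading MDM2-luciferase fusion protein; higher signal means inhibition of MDM2 E3 ligase activity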
#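 System: stable MDM2–luciferase fusion reporter cells / Input: 2000 cells seeded into each well / Schedule: 4 h settle plus 2 h compound, 37 °C / Compound: single-point 5 µM / Buffer or medium: cells held in DMEM / Benchmarks: control and blank well means / Evaluation: percent signal gain over controls, blank-subtracted / Measured by: luciferase luminescence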
# EBV gp42 block: Epstein-Barr virus gp42 inhibitors, primary screen, biochemical, uHTS, fluorescence polarization; Fluorescence polarization binding assay, mP read-out; inhibition, % (tested at 21.74 µM); Glycoprotein 42 (Epstein-Barr virus (strain AG876)), Q1HVG2; 0.42% of 220,000 active; AID 1085, 2008; in the data active = inhibition above about 50%
# zVAD death inh: inhibitors of zVAD-triggered necroptosis, primary screen, L929 cells; L929 zVAD necroptosis rescue, ATP luminescence, 24 h; with zVAD 60 µM; viability rescue, % at 10 µM; 0.38% of 220,000 active; AID 1377, 2008;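 active = activation, scaled between plate controls, above about 75%, limit read from the data; inactive = activation under that limit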;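 also: 0% = zVAD with DMSO and 100% = DMSO alone without zVAD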
# Starred values were filed as active, the others as inactive; . = not tested or not shown; [ ] = dose if it differs, or a comment.
SMILES,TNF necrop inh,Rad51 HR inh,KCC2 mod,m-calpain inh,eIF4E-4G inh,PERK inh,Mdm2 ligase inh,EBV gp42 block,zVAD death inh
COCc1cc(C)nc(SCC(=O)Nc2ccc(C)c(C)c2)c1C#N,2.6,-3,-0.6,-5,-4,-0.2,-5,7,2.9
COc1ccc(Cc2n[nH]c(=S)n2-c2ccc3c(c2)OCCO3)cc1,-1.1,5,0.45,7,-3,-0.4,-4,-7,0.6
COc1ccc(C(=O)Nc2ccccc2NC(=O)c2ccco2)cc1OC,0.5,-6,-0.29,-26,-3[fluorescence artefact?],-0.6,-6,-14,3.1
COc1cccc(OC)c1C(=O)Nc1cc(C)nn1-c1nc2ccccc2[nH]1,-5.9,-22,0.52,-17,-1,0.3,-15,2,3.5
Cc1ccc(NC(=O)COC(=O)CNC(=O)C2CCCCC2)c(Br)c1,-3.1,6,-1.1,-23,1,1.3,10,-3,1.6
CCC1(c2ccc(F)cc2)NC(=O)N(CC(=O)Nc2ccc(S(N)(=O)=O)cc2)C1=O (stereo unspecified),0.8,4,-1,7,-1,-0.3,-13,-16,2.0
CC(=O)N1CCc2cc(S(=O)(=O)NCCC(=O)NCCc3ccccc3)ccc21,0.5,-8,-0.92,13,0,0.2,-19,-22,1.5
O=C1c2cccnc2C(Nc2ccc(S(=O)(=O)N3CCCCC3)cc2)N1Cc1ccccc1 (stereo unspecified),1.7,9,.,-9,0,0.8,-3,-2,-0.2
COc1ccc(S(=O)(=O)N(C)C)cc1NCC(=O)Nc1ccc(Br)c(C)c1,2.1,8,-0.014,-13,-3,0.9,3,-4,0.7
C=CCn1c(SCC(=O)c2ccc(Cl)cc2)nnc1-c1ccc2c(c1)OCO2,2.6,.,-1.9,17,1,-0.4,-2,-11,.
O=C(COC(=O)c1cccs1)NCc1ccccc1,-2.9,5,.,11,-1,0.8,-2,-18,0.1
Oc1ccc(/C=N/Nc2ccccc2)cc1,-1.8,-62,1,-32,0,0.8,0,8,0.9

# Some values from the list.
# PERK inh result of COCc1cc(C)nc(SCC(=O)Nc2ccc(C)c(C)c2)c1C#N = -0.2
# m-calpain inh result of COc1ccc(S(=O)(=O)N(C)C)cc1NCC(=O)Nc1ccc(Br)c(C)c1 = -13

# Further records follow:
SMILES,TNF necrop inh,Rad51 HR inh,KCC2 mod,m-calpain inh,eIF4E-4G inh,PERK inh,Mdm2 ligase inh,EBV gp42 block,zVAD death inh
COc1cccc(-n2cnc3sc4c(c3c2=O)CCC4)c1,0.0,3,-1.1,-9,1,0.4,-36,-7,-0.9
C#CC1(NC(=O)NCCCC)CCCCC1,0.2,.,.,-3,-6,0.3,-19,1,1.5
CCOC(=O)CSc1nnc(NC(=O)c2cc([N+](=O)[O-])cc([N+](=O)[O-])c2)s1,1.0,2,-2.9,1,-3[fluorescence artefact?],-0.6,-13,-15,-0.1
CCOc1ccccc1OCCCC(=O)OCC(=O)Nc1cccc(Cl)c1,0.5,2,-0.56,16,8,0.8,-14,8,0.8
CC(=O)c1cccc(NC(=O)c2cnn3ccccc23)c1,-0.3,5,.,16,-4[fluorescence artefact?],0.1,-18,-8,63
COC(=O)c1ccccc1N=Nc1c(C)[nH][nH]c1=O,-4.1,22,0.85,-10,-1,0.4,-27,-12,1.9
CCOc1ccc(S(=O)(=O)NCCC(=O)N2CCN(c3ccc(OC)cc3)CC2)cc1,0.7,22,-0.7,26,11,0.7,-12,2,0.2
Cc1ccc(Nc2ncnc3sc(C)c(C)c23)cc1,-2.0,5,-0.011,6,2,-0.8,3,-14,1.7
Cn1c(Cn2nnc3ccccc32)nnc1SCC(=O)NCc1ccc2c(c1)OCO2,-1.6,3,0.71,7,5,0.5,-6,-4,0.3
O=C(O)CCCNC(=O)CCCNC(=O)C(c1ccccc1)c1ccccc1,1.7,-6,-0.25,0,10,-0.5,2,-7,-0.2
CCOC(=O)Cn1nc(C)n(-c2ccc(C)cc2)c1=O,1.0,-7,-0.18,3,-4,1.4,-6,-14,0.3
Fc1ccccc1CSc1ncn[nH]1,2.0,8,0.95,-20,2[fluorescence artefact?],1.1,.,-14,0.0
CCC(CC)C(=O)OCC(=O)Nc1cc(OC)c([N+](=O)[O-])cc1C,0.8,23,-0.087,27,-3[fluorescence artefact?],-0.9,-8,5,0.4
CCc1cccc(OCCCCN(CC)CC)c1,1.2,-8,-3.6,17,.,-0.9,-11,-19,0.4
Cc1cc(/C=C(/C#N)c2nc3ccccc3[nH]2)c(C)n1-c1cc(C(=O)O)cc(C(=O)O)c1,-1.1,.,-0.055,-60,4,-0.3,-14,129*,0.3
CCOc1ccc(NC(=S)NCCCn2ccnc2)cc1,0.4,1,0.9,8,-1[fluorescence artefact?],0.1,-6,-18,0.6
Cc1ccc(S(=O)(=O)N(c2nc(N(C)C)nc(N(C)C)n2)n2cnnc2)cc1,0.2,-6,0.63,9,2[fluorescence artefact?],-0.9,-7,-7,1.8
COC(=O)c1c(-c2ccc(C)cc2)csc1NC(=O)c1c(-c2ccccc2)noc1C,2.7,3,0.25,-30,21,-0.4,8,-10,0.7
Cc1ccc(Oc2ccc(OCC(=O)NC(CC(C)C)C(=O)O)cc2)cc1 (stereo unspecified),0.0,9,-0.088,-18,3,1.4,1,-283,-0.6
Cc1cc(NC(=O)CSc2nnc(-c3ccncc3)n2-c2ccc(F)cc2)no1,0.7,13,0.32,26,2,0.1,-9,-3,0.2
Cc1ccc(NC(=O)C2CCCN2S(=O)(=O)c2ccc3c(c2)n(C)c(=O)c(=O)n3C)c(C)c1 (stereo unspecified),0.3,-1,-0.45,0,4,-0.5,-7,-11,-1.2
O=C(CSc1nnc(-c2ccco2)o1)N1CCN(c2ccccc2)CC1,0.0,-6,-0.82,17,2,0.2,-11,-5,1.8
Cc1ccc(C(=O)Nc2ccc(N3CCOCC3)nc2)cc1,-1.6,-1,0.95,-31,-4,0.0,-16,14,0.6
CCN1CCN(CC(O)COC(C)C)CC1 (stereo unspecified),-0.9,5,0.46,-36,3[fluorescence artefact?],0.9,-10,-5,0.0
Cc1cc(C)nc(N/N=C2/CCCC/C2=C\c2ccccc2)n1,-4.7,1,-1.5,19,0,0.2,-28,-22,-1.3
CSc1nc(NCC(C)C)nc(N2CCOCC2)n1,-2.1,3,.,-16,12,0.0,-5,-8,-0.7
CN(C)CCCOC(=O)c1ccccc1Cl,0.5,-5,-0.061,25,-10,0.3,-14,-2,-1.0
CCN1C(=O)N(CC)C(O)(c2ccccc2)C1(O)c1ccccc1 (stereo unspecified),0.6,5,0.029,-6,3,0.0,-1,-13,0.3
CC(/C=N/NC(=O)c1ccncc1)=C\c1ccco1,-1.1,7,-0.2,-2,-4,0.2,-13,-9,3.4
NC(=O)NOCc1ncc(C(F)(F)F)cc1Cl,-3.0,3,1.7,-16,2[fluorescence artefact?],1.2,-4,-12,0.3
O=C(CSc1ccc2ccccc2c1)Nc1ccncc1,-12,.,-0.61,-8,-3,0.8,.,-20,-0.7
CC(C)N(C=O)C1(C(=O)NC2CCCCC2)CCCCC1,-0.6,-4,-0.35,-9,3[fluorescence artefact?],0.4,-10,-21,0.2
O=C(Cc1nnc(NC(=O)Nc2ccccc2)s1)NCc1ccccc1,0.6,5,0.088,-7,-3,0.4,-15,-3,1.5
CC(C)CNc1oc(-c2ccco2)nc1C#N,-1.8,-16,-0.32,-157,7,-0.2,4,-10,0.3
N/C(=N\OC(=O)c1ccc(Cl)c(Cl)c1)c1cccnc1,-0.7,12,2,26,3,0.1,-13,12,0.3

# Among those listed so far, these contain an aryl thioether with sulfur outside any ring:
SMILES,TNF necrop inh,Rad51 HR inh,KCC2 mod,m-calpain inh,eIF4E-4G inh,PERK inh,Mdm2 ligase inh,EBV gp42 block,zVAD death inh
COCc1cc(C)nc(SCC(=O)Nc2ccc(C)c(C)c2)c1C#N,2.6,-3,-0.6,-5,-4,-0.2,-5,7,2.9
C=CCn1c(SCC(=O)c2ccc(Cl)cc2)nnc1-c1ccc2c(c1)OCO2,2.6,.,-1.9,17,1,-0.4,-2,-11,.
CCOC(=O)CSc1nnc(NC(=O)c2cc([N+](=O)[O-])cc([N+](=O)[O-])c2)s1,1.0,2,-2.9,1,-3[fluorescence artefact?],-0.6,-13,-15,-0.1
Cn1c(Cn2nnc3ccccc32)nnc1SCC(=O)NCc1ccc2c(c1)OCO2,-1.6,3,0.71,7,5,0.5,-6,-4,0.3
Fc1ccccc1CSc1ncn[nH]1,2.0,8,0.95,-20,2[fluorescence artefact?],1.1,.,-14,0.0
Cc1cc(NC(=O)CSc2nnc(-c3ccncc3)n2-c2ccc(F)cc2)no1,0.7,13,0.32,26,2,0.1,-9,-3,0.2
O=C(CSc1nnc(-c2ccco2)o1)N1CCN(c2ccccc2)CC1,0.0,-6,-0.82,17,2,0.2,-11,-5,1.8
CSc1nc(NCC(C)C)nc(N2CCOCC2)n1,-2.1,3,.,-16,12,0.0,-5,-8,-0.7
O=C(CSc1ccc2ccccc2c1)Nc1ccncc1,-12,.,-0.61,-8,-3,0.8,.,-20,-0.7

# Given with two lines to a compound: part of the list above.
# The line under a structure holds: TNF necrop inh | Rad51 HR inh | KCC2 mod | m-calpain inh | eIF4E-4G inh | PERK inh | Mdm2 ligase inh | EBV gp42 block | zVAD death inh
- CSc1nc(NCC(C)C)nc(N2CCOCC2)n1
 : -2.1 | 3 | . | -16 | 12 | 0.0 | -5 | -8 | -0.7
- CN(C)CCCOC(=O)c1ccccc1Cl
 : 0.5 | -5 | -0.061 | 25 | -10 | 0.3 | -14 | -2 | -1.0

# High-throughput results from PubChem BioAssay.

# Rows were taken by chance. About 3.6% of those tested had a hit in this group.
